Screens as filed in PubChem BioAssay.
UBC13 inh = inhibitors of human UBC13 polyubiquitin chain formation; inhibition, % at 20 µM; 330,000 compounds, 0.47% hits; TR-FRET; P61088; in the data active = inhibition above about 45%, passing the limit was not always enough
Target sequence (P61088 whole entry, looked up): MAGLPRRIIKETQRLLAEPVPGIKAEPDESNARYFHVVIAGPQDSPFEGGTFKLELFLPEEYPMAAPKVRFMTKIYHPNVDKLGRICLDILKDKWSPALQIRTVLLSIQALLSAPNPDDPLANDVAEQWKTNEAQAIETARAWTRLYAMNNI
SENP8 block-1 = blocks the human protease SENP8 | purified SENP8, Z-RLRGG-aminoluciferin cleavage, luminescence | 330,000 compounds, 1.2% hits | Q96LD8 | AID 2540 | inhibition, % at 10 µM; in the data active = inhibition above about 50%
Target sequence (Q96LD8 whole entry, looked up): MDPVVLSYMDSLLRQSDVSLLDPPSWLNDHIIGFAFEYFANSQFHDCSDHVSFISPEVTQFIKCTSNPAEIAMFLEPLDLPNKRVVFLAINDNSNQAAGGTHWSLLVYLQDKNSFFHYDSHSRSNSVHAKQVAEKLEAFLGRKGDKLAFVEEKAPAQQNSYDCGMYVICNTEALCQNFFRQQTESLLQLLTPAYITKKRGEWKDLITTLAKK
A3G deaminase = APOBEC3G (human) deaminase inhibition; Q9HC16; recombinant A3G, ssDNA deamination FAM/TAMRA fluorescence; inhibition, % at 20 µM; 330,000 compounds, 0.28% hits;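 active = inhibition of at least 40% at 20 µM, with no more than 30% in the related APOBEC3A deaminase screen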;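 note: plate controls were DMSO wells with A3G for no effect and wells lacking A3G enzyme for full effect; some compounds called inactive have numbers as strong as hits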
Target sequence (Q9HC16 whole entry, looked up): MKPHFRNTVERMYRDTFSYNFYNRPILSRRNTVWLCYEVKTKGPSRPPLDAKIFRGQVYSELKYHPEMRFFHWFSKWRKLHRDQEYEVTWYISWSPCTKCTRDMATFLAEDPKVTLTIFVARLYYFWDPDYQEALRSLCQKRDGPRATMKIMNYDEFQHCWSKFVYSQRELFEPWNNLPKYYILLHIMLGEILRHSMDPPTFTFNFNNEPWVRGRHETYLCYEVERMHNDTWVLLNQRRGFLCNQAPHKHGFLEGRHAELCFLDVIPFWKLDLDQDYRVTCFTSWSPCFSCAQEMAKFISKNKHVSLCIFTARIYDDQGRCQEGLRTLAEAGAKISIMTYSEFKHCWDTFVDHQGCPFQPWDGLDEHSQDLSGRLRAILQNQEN
Apaf-1 inh = human Apaf-1 inhibition; O14727; reconstituted apoptosome caspase-3 activity, DEVD-Rh110 fluorescence; inhibition, % at 20 µM; 330,000 compounds, 0.71% hits; active = inhibition of at least 40% at 20 µM;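 note: plate controls were DMSO wells for no effect and DEVD-CHO caspase inhibitor wells for full effect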
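System – cell-free apoptosome with Apaf-1, procaspase-3 and caspase-9 · Buffer or medium – pH 7.5 Hepes buffer with CHAPS, BSA, DTT · Also added – cytochrome c with DEVD-Rh110 · Times – 30 min compound preincubation, 50 min activation, room temperature · Technique – Rh110 fluorescence intensity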
SENP8 block-2 = inhibitors of human SENP8 protease; Q96LD8; recombinant SENP8, Nedd8 substrate fluorescence; inhibition, % at 20 µM; 360,000 compounds, 0.64% hits; AID 602440; in the data active = inhibition mostly above about 40%, no sharp cut-off; inactive = mostly below about 27%
SENP7 inh = blocks the human protease SENP7. recombinant SENP7, Z-RLRGG-aminoluciferin luminescence, 40 min. 330,000 compounds, 1.5% hits. inhibition, % at 5 µM. Q9BQF6;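 active = inhibition above about 50% at the single test dose, limit read from the data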;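 note: plate controls were DMSO with enzyme for no effect and no enzyme buffer wells for full effect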
SENP6 block = SENP6 protease inhibition | inhibition, % at 10 µM | 330,000 compounds, 1.8% hits | Recombinant SENP6 catalytic domain, aminoluciferin luminescence | AID 2599;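 active = inhibition above about 50% at the single tested dose, limit read from the data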;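 note: plate controls were DMSO wells with enzyme for no effect and DMSO wells lacking enzyme for full effect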
SENP1 FRET inh = blocks the human SENP1 SUMO protease catalytic domain. 360,000 compounds, 0.21% hits. recombinant SENP1 catalytic domain, CyPet-SUMO1-YPet FRET cleavage. inhibition, % at 10 µM. AID 624204;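 active = inhibition at least 30% at 10 µM, raw YFP signal under a set limit, fluorescence ratio 0.5 to 1.5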;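 note: 0% = enzyme with DMSO and 100% = no enzyme wells; some results filed as inactive read as strong as hits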
Target sequence (Q9P0U3 419-644 limits assumed): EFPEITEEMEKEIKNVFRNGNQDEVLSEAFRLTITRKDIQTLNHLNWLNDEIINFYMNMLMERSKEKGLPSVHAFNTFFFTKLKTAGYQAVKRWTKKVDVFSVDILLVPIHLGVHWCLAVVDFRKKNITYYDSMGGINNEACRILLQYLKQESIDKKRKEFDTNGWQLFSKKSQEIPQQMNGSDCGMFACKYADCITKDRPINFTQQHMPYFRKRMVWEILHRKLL
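Material: hSENP1 catalytic domain, recombinant; medium: Tris pH 8 with BME, BSA, NP40 and catalase; compound: single concentration of 10 µM compound, 0.5% DMSO final; technique: FRET read of cyan and yellow fluorescence; timing: 50 min enzyme reaction, room temperature, light-protected; reagent: SFCypet-SUMO1-SFYpet substrate at 25 nM; control set: no-enzyme low, enzyme-DMSO high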
An asterisk follows results filed as active; i = inactive; nt = no result given.

SMILES	UBC13 inh	SENP8 block-1	A3G deaminase	Apaf-1 inh	SENP8 block-2	SENP7 inh	SENP6 block	SENP1 FRET inh
Cc1ccc(N/C(=N/S(=O)(=O)c2cccs2)c2ccccc2)c(C)c1	-8	-9	-8	13	8	-1	-20	3
CCOC(=O)C1(Cc2cccc(OC)c2)CCN(Cc2ccc3c(c2)OCCO3)CC1	3	-6	-8	15	4	-11	-28	1
CCn1c(SCC(=O)NCC2CCCO2)nnc1-c1c[nH]c2ccccc12 (configuration not stated)	3	-1	-1	-8	29	8	-19	-1
COc1cc(C(=O)Nc2cc(OC)c(OC)c(OC)c2)ccc1OCc1c(C)noc1C	9	-4	-3	-2	8	-1	2	3
O=C(Nc1ccc(F)cc1)c1ccc2[nH]c(=O)c(=O)[nH]c2c1	-6	3	-3	1	-48	-5	-8	-1
CSc1ccc(CN(C)CC(=O)Nc2ccccc2C(=O)NC2CC2)cc1	7	4	-9	-1	9	1	-2	1
Cc1nnc(NC(=O)CSc2nnnn2Cc2ccccc2)s1	-14	2	2	-9	12	-5	-9	-2
Cc1ccc(NC(=O)C2CCN(S(C)(=O)=O)CC2)cc1	-6	-2	1	-9	12	2	1	2
Cc1c(O)ccc(-c2[nH]ncc2-c2nc3ccccc3s2)c1O	41	1	-12	-2	-52	4	2	0
COc1ccccc1NC(=O)C(=O)NCC1CCCN1S(=O)(=O)c1cccs1 (configuration not stated)	7	-2	-11	12	6	7	-5	-5
CCN(CC)C(=O)C(=O)c1cn(CC(=O)N2CCc3ccccc3C2)c2ccccc12	2	1	1	16	8	8	-1	-8
CN(C(=O)COC(=O)C1CSC2(C)CCC(=O)N12)c1ccccc1 (configuration not stated)	-10	-7	-3	-4	10	10	-7	2
O=C(Nc1ccccc1)c1cc2ccccc2[nH]1	0	72*	-1	6	12	76*	86*	3
CC(NCc1cccn1C)c1ccccc1 (configuration not stated)	12	6	-5	2	4	10	1	-1
CCOc1ccc2ncc(S(=O)(=O)c3ccc(C)cc3)c(N3CCC4(CC3)OCCO4)c2c1	2	7	-4	13	-55	3	-2	-4
O=C(N1CCOCC1)N1CCN(c2ccc(F)cc2)CC1	-3	-6	-3	-2	0	11	-10	0
O=C(Nc1cccc(C(=O)O)c1)/C(=C\c1ccccc1)NC(=O)c1ccccc1Cl	-3	-3	0	-22	10	10	0	4
CC(=O)Nc1c2c(nn1-c1ccc(C)cc1)CS(=O)(=O)C2	2	-6	-4	1	-18	2	-14	0
CC(NC(=O)c1cccc(F)c1)C(c1cccs1)N1CCN(C)CC1 (configuration not stated)	10	4	1	-11	8	-4	-11	1
CCOC(=O)N1CCN(Cc2nc(N)nc(Nc3ccccc3C)n2)CC1	15	3	-6	-17	15	-3	-4	-2
CCOC(=O)C(C)n1cnc2c(nnn2-c2ccc(OC)cc2)c1=O (configuration not stated)	-6	-12	-6	1	21	-4	-4	0
Nc1nc(SCC(=O)N2CCCCC2)[nH]c(=O)c1NC(=O)c1cccs1	5	1	-6	-26	20	0	0	1
COc1ccc(C(C(=O)NC2CCCCC2)N(C(=O)Cc2c[nH]c3ccccc23)c2ccccc2)cc1OC (configuration not stated)	-4	3	-5	30	-13	-1	5	-3
CC1(C)CC2CC(C)(CN2C(=O)COC(=O)c2n[nH]c(=O)c3ccccc23)C1 (configuration not stated)	-6	-6	-1	-2	33	-3	-25	3
CCOC(=O)C1C(=O)C=C(c2ccc(NS(C)(=O)=O)cc2)CC1c1ccco1 (configuration not stated)	14	0	-3	-3	-352	4	-32	-29

Later entries.
SMILES	UBC13 inh	SENP8 block-1	A3G deaminase	Apaf-1 inh	SENP8 block-2	SENP7 inh	SENP6 block	SENP1 FRET inh
COc1ccc(C2=NOC(C(=O)N3CCN(C(=O)c4ccco4)CC3)C2)cc1OC (configuration not stated)	-3	-3	-5	4	7	-5	-11	-1
C/C(=C\C(=O)c1ccc(C)cc1)NCc1ccc(F)cc1	8	9	1	15	3	-2	6	-1
Cc1cc(NC(=O)C(=O)c2c(C)[nH]c3ccccc23)no1	-4	2	-5	-9	11	-1	13	3
Cc1cc(C)n(-c2ccc(C(=O)Nc3cc(C(F)(F)F)ccc3N3CCOCC3)cc2)n1	20	4	-4	-5	26	3	-4	2
O=C(Nc1ccc2oc(-c3ccccc3F)nc2c1)c1ncn[nH]1	-2	51*	0	2	i	81*	82*	2
CC1CCN(C(=O)Cn2ncc3c([nH]c4ccccc43)c2=O)CC1	0	5	-1	3	-8	7	14	0
Cn1cc(C(=O)c2ccc(F)cc2)cc1-c1nc2ccccc2n1C	7	-1	-5	17	-57	-10	-6	-1
C[C@]1(OC(=O)/C=C/c2ccccc2)C[C@@H](O)[C@]2(O)C=CO[C@@H](O[C@@H]3O[C@H](CO)[C@@H](O)[C@H](O)[C@H]3O)[C@@H]21	1	6	-1	0	-4	-2	2	-58
COc1ccc(N2CCN(C(=O)CSc3nnc(NC(=O)C4CCC4)s3)CC2)cc1	-7	-5	-12	-4	2	-2	8	2
COC(=O)CCCNC(=O)c1ccc2oc(CCCc3ccccc3)nc2c1	3	-6	-6	-5	6	-3	-13	0
CC(C)Sc1cc(N2CCOCC2)nc(-c2ccc(Cl)cc2)n1	1	-3	-1	10	-66	3	3	1
O=C(O)c1cc2nc3c(c(C(F)(F)F)n2n1)CCc1ccccc1-3	-5	3	-2	6	-50	6	72*	-2
Cc1csc(NC(=O)c2cccn2C)n1	10	76*	-3	-25	9	91*	82*	0
Cc1cc(C(=O)OCC(=O)Nc2nc(-c3ccccc3)cs2)c(C)o1	6	-1	-10	-2	19	-2	-17	-4
O=c1c2ccccc2nc(SCc2ccc([N+](=O)[O-])cc2)n1-c1ccc(Cl)cc1	-3	3	-3	14	12	0	-1	2
CC(=O)OCCn1c(C)[n+](CCOC(C)=O)c2cc(Cl)c(Cl)cc21	4	12	14	-16	10	3	7	-1
CCN(CC)C(=O)Nc1cnc2ccccc2c1	-4	-10	-5	0	-33	-3	-12	2
CCCCn1c(CN2CCN(C(=O)OCC)CC2)nc2c1c(=O)[nH]c(=O)n2C	-12	-14	-4	-3	9	3	7	1
COc1ccc(S(=O)(=O)/C(C#N)=C/Nc2ccc(NC(C)=O)cc2)cc1	-14	-15	-8	9	-9	-5	-14	-4
Cc1ccc(S(=O)(=O)N2CCOC2C(Cl)(Cl)Cl)cc1 (configuration not stated)	3	1	3	-3	20	2	-19	2
Cc1ccc(CSc2nc3ccccc3c(=O)n2C)cc1	20	-12	-5	15	11	-5	-2	2
CCN1CCN(C(=O)c2nn(C)c3c2CS(=O)(=O)c2ccccc2-3)CC1	3	-2	-5	-1	6	3	2	-1
CCOCCCn1c(=NC(C)=O)c(C#N)cc2c(=O)n3ccccc3nc21	8	0	1	-3	-410	5	-6	-34
Cc1ccc(S(=O)(=O)N2CCOC23CCN(C(=O)c2ccccc2Br)CC3)cc1	-2	0	-4	12	10	-2	-10	1
CC(C)(C)NC(=O)CSCc1ccc(Br)cc1	-10	-10	-2	5	9	-10	-10	0

The listing continues:
SMILES	UBC13 inh	SENP8 block-1	A3G deaminase	Apaf-1 inh	SENP8 block-2	SENP7 inh	SENP6 block	SENP1 FRET inh
COc1cc(OC)c(C(=O)NC2CCCc3ccccc32)cc1OC (configuration not stated)	3	4	-9	11	-2	3	-10	0
CCN(C(=O)CSc1nc(C)cc(=O)[nH]1)C1CCCCC1	3	9	-5	-10	8	-8	-24	1
CCc1ccccc1N(C(=O)c1snc(C(N)=O)c1N)C(C(=O)NCC1CCCO1)c1ccc(OC)c(OC)c1 (configuration not stated)	12	-3	21	5	-326	0	-4	-43
COc1ccc(C2SCC(=O)N2c2c(C)n(C)n(-c3ccccc3)c2=O)cc1OC (configuration not stated)	6	-7	-5	0	11	-1	-17	1
COc1cc(/C=N/NC(=O)CC23CC4CC(CC(C4)C2)C3)cc(Br)c1OCC(=O)N(C)C	7	3	-8	16	0	0	7	3
CCOc1ccc(S(=O)(=O)NCc2ccc3c(c2)OCO3)cc1	2	1	-9	-1	0	-2	-12	2
O=C(CSc1nncs1)Nc1ccc(N2CCCCC2)cc1	0	-2	-8	-8	6	3	-20	1
COCC1CCN(Cc2nc(Cc3ccccc3Cl)no2)CC1	11	-2	-5	-5	0	-2	-9	0
Cc1cccc(Oc2nc(-c3ccncc3)nc3ccccc23)c1	8	0	-10	10	0	-1	-30	0
Cc1cccc(-c2nnc(SCC(=O)C(C)(C)C)n2C)c1	3	-10	-6	-15	14	-1	-26	1
O=C(NCc1ccco1)Nc1cccc([N+](=O)[O-])c1	-1	2	-6	5	15	3	5	2
CCCCSc1nc2c(c(C(F)(F)F)c1C#N)CCC2	31	5	-8	-5	-175	2	-4	-1
CC1CCN(CCCNC(=O)c2n[nH]c(=O)c3ccccc23)CC1	2	-3	-4	11	17	0	-10	-3
Cc1cc(C)n(C(=O)c2sc3cc(F)ccc3c2Cl)n1	-11	-9	1	-13	nt	-6	-13	nt
Cc1ccc(C(=O)O)cc1NCc1ccncc1	-10	-9	-3	0	19	11	-2	1
Cc1ccc(CN2C(=O)CCC2C(=O)N2CCN(c3ccccc3)CC2)cc1 (configuration not stated)	-11	-8	6	-4	30	-4	-25	2
Cc1coc2c1c(C)cc1oc(=O)c(CC(=O)NCCC(=O)O)c(C)c12	9	3	-7	-1	-314	-1	-10	2
CCc1cc(=O)oc2cc(C)cc(OC(C)C(=O)NCCCn3ccnc3)c12 (configuration not stated)	3	-16	-10	-2	-275	-14	-12	-2
CCOc1cc(CNn2cn[nH]c2=S)cc(Cl)c1OCc1ccccc1F	1	2	-13	1	16	0	-13	1
CC(=O)c1c(C(C)=O)c(C)n(-c2ccc3ncccc3c2)c1C	-8	-7	-14	-3	-6	-6	-30	2
COc1ccc(-c2nnc(SCC(=O)Nc3cc(C)on3)o2)cc1	2	3	-8	-26	10	10	-1	0
COC(=O)CSc1nc(N)c2c3c(sc2n1)CCCC3	4	5	-8	-1	-61	10	12	0
COc1ccc(OCC(O)CN(CCO)CC(O)Cn2ccc3ccccc32)cc1 (configuration not stated)	4	-3	-4	-7	8	-7	-3	-1
Cc1ccc(NC(=S)NCc2ccccc2)cc1C	-6	10	-3	-6	15	17	4	2
CNC(=O)c1ccccc1S(=O)c1ccccc1COC(C)=O (configuration not stated)	1	0	1	-12	7	-4	-5	0
COc1ccccc1N1CCN(C(=O)CSc2nc3ccccc3o2)CC1	4	5	-1	-4	3	0	2	2

No new results follow: entries from further up.
SMILES	UBC13 inh	SENP8 block-1	A3G deaminase	Apaf-1 inh	SENP8 block-2	SENP7 inh	SENP6 block	SENP1 FRET inh
COc1cc(OC)c(C(=O)NC2CCCc3ccccc32)cc1OC (configuration not stated)	3	4	-9	11	-2	3	-10	0
CCN(C(=O)CSc1nc(C)cc(=O)[nH]1)C1CCCCC1	3	9	-5	-10	8	-8	-24	1
CCc1ccccc1N(C(=O)c1snc(C(N)=O)c1N)C(C(=O)NCC1CCCO1)c1ccc(OC)c(OC)c1 (configuration not stated)	12	-3	21	5	-326	0	-4	-43
COc1ccc(C2SCC(=O)N2c2c(C)n(C)n(-c3ccccc3)c2=O)cc1OC (configuration not stated)	6	-7	-5	0	11	-1	-17	1
COc1cc(/C=N/NC(=O)CC23CC4CC(CC(C4)C2)C3)cc(Br)c1OCC(=O)N(C)C	7	3	-8	16	0	0	7	3
CCOc1ccc(S(=O)(=O)NCc2ccc3c(c2)OCO3)cc1	2	1	-9	-1	0	-2	-12	2
O=C(CSc1nncs1)Nc1ccc(N2CCCCC2)cc1	0	-2	-8	-8	6	3	-20	1
COCC1CCN(Cc2nc(Cc3ccccc3Cl)no2)CC1	11	-2	-5	-5	0	-2	-9	0
Cc1cccc(Oc2nc(-c3ccncc3)nc3ccccc23)c1	8	0	-10	10	0	-1	-30	0
Cc1cccc(-c2nnc(SCC(=O)C(C)(C)C)n2C)c1	3	-10	-6	-15	14	-1	-26	1
